NR2E3 ag-1: activates human photoreceptor nuclear receptor NR2E3; Q9Y5X4; GST-NR2E3/biotin-RetCOR TR-FRET, 1536-well; inhibition of corepressor binding, % at 4.78 µM; 320,000 compounds, 0.12% hits; AID 2300;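 active = percent inhibition above the cutoff of mean plus 3 SD of all tested compounds, set per screening campaign, cut at about 20% in these data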;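 note: 0% = DMSO wells and 100% = biotin wells as full block of FRET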
Target sequence (Q9Y5X4 whole entry, looked up): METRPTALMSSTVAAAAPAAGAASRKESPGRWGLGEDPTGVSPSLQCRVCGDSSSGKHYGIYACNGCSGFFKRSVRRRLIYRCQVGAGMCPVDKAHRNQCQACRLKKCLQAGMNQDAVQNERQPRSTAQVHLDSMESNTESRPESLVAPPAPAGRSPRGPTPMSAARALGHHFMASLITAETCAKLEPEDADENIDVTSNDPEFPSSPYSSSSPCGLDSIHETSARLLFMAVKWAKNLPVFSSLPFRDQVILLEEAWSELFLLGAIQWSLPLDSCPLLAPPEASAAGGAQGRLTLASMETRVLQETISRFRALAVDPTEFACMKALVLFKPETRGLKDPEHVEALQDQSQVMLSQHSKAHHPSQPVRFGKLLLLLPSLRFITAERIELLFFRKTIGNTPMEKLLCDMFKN
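System: GST-tagged NR2E3 plus biotinylated RetCOR corepressor; Amount: 1.35 nM GST-tagged NR2E3 final; Dosing: single nominal compound dose of 4.8 µM; Schedule: 5 h incubation at 4 °C; Technique: TR-FRET with europium anti-GST and streptavidin-D2, 340 nm excitation; Controls: biotin wells as high control, 0.6% DMSO wells as low control.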
Peg3 promoter: reduces Peg3 promoter-driven luciferase expression in HeLa. 360,000 compounds, 1.7% hits. inhibition, % at 20 µM. AID 588405. HeLa PEG-Prom luciferase reporter, luminescence, overnight;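 active = inhibition of at least 50% at 20 µM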
TRPM1 prom inh: MITF TRPM1 promoter inhibition in SK-MEL-5 cells. 330,000 compounds, 0.83% hits. SK-MEL-5 TRPM1 promoter luciferase, 24 h. inhibition, % at 12.5 µM. AID 488899;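 active = mean inhibition across replicates of 60% or more, whatever share of single replicates reaches that level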; note: values of inactives mirror those of a sister screen read the other way
HIF-2a inh: inhibitors of HIF-2a. 786-0 RCC cells HIF-2a reporter, luciferase luminescence, overnight. inhibition, % at 18.8 µM. 360,000 compounds, 0.72% hits;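 active = inhibition of the luminescence signal of 40% or more relative to plate controls, in a single-dose primary screen at 18.75 µM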
Shn3 3UTR inh: inhibitors of Schnurri-3 3'UTR reporter in osteoblasts | Clone20 osteoblast Shn3 3'UTR firefly luciferase, 24 h | inhibition, % at 12.5 µM | 360,000 compounds, 0.52% hits | AID 588674;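 active = mean inhibition of at least 75% with every replicate also reaching 75%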;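 note: 0% = median of neutral control wells and 100% = pilot-screen positive control compound; some compounds past the cut are filed as inactive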
TWEAK Fn14 block: inhibitors of TWEAK-Fn14 interaction signaling; TWEAK-stimulated Fn14 reporter cells, luciferase luminescence, 8 h; inhibition, % at 10 µM; 360,000 compounds, 2% hits; AID 1159606; in the data active = inhibition above about 50%
CF NFkB block: cystic fibrosis NF-kB activation inhibition; KKLEB NF-kB-GFP reporter, PAF-induced, GFP fluorescence overnight; inhibition, % at 5 µM; 360,000 compounds, 0.86% hits; AID 588850;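 active = at least 50% inhibition at 5 µM, scaled per plate between neutral and stimulator controls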;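 note: PAF is a Pseudomonas aeruginosa culture filtrate used as stimulus; plate controls were PAF-stimulated DMSO wells for no effect and unstimulated DMSO wells for full effect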
KKLEB tox: reduces viability of KKLEB cystic fibrosis airway cells. KKLEB CF airway cells viability, ATPlite luminescence, overnight; hits give low values; cells stimulated with P. aeruginosa culture filtrate. activity change (cytotoxicity), % at 5 µM. 360,000 compounds, 0.36% hits;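 active = corrected activity change at or below -50% at 5 µM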
NR2E3 ag-2: activates human NR2E3 receptor; Q9Y5X4; CHO-S Gal4-NCOR/VP16-NR2E3 two-hybrid, luciferase; inhibition of corepressor binding, % at 3.98 µM; 360,000 compounds, 0.35% hits; AID 602229;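 active = inhibition above the mean of all tested compounds plus 3 SD, cut at about 70% in these data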;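 note: 0% = DMSO with NR2E3 transfected cells and 100% = cells lacking NR2E3 construct; higher means lower luciferase signal from less NR2E3 corepressor binding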
TRAIL sens C8: caspase-8 TRAIL sensitization; NB7+C8 cells + TRAIL, ATPlite viability luminescence; inhibition (viability loss, TRAIL sensitization), % at 10 µM; 360,000 compounds, 1% hits;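 active = compounds causing at least 50% loss of cell viability in the single-dose screen, relative to plate controls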
TROY signal inh: inhibitors of TROY-dependent NF-kB signaling | Q293 LMP1-TROYcd NF-kB luciferase reporter, 4 h | inhibition, % at 10 µM | 360,000 compounds, 0.98% hits | AID 1347056;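 active = compounds whose plate-normalised and pattern-corrected inhibition of the luciferase reporter signal at the single screening dose is 50% or more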
Active calls of the source: *; / = not tested or not shown.

compound,NR2E3 ag-1,Peg3 promoter,TRPM1 prom inh,HIF-2a inh,Shn3 3UTR inh,TWEAK Fn14 block,CF NFkB block,KKLEB tox,NR2E3 ag-2,TRAIL sens C8,TROY signal inh
CCOC(=O)Cn1c(CN2CCc3ccccc3C2)nc2c1c(=O)n(C)c(=O)n2C,2,3,20,10,38,-2,-13,0,-31,5,11
CCOC(=O)c1ccc(N=c2sc(C(=O)OC)cc(=O)n2C2CC2)cc1,0,-12,-4,2,12,-7,40,-23,1,4,-4
CCCCC(=O)Nc1nnc(-c2ccco2)o1,4,17,7,9,-3,-15,12,12,-2,-7,-13
O=C(O)c1ccccc1C(=O)NNc1ccc(Cl)cc1Cl,5,10,-22,12,-16,-14,11,-4,-3,-9,-16
COC(=O)C(O)(NC(=O)OCc1ccccc1)C(F)(F)F (stereo unspecified),-2,17,-6,6,-4,-13,10,3,15,9,-3
Cc1cc(Nc2cccc([N+](=O)[O-])c2)c2cccc(C)c2n1,-3,12,15,38,-2,-26,0,-8,-37,-9,-10
COc1ccccc1-c1nc2ccccc2c(=O)n1O,3,-9,6,-10,-30,-6,-19,2,-9,-8,-10
O=C(N1CCCCCC1)N1CCN(S(=O)(=O)c2ccccc2)CC1,0,9,7,0,16,0,4,-4,9,-2,-15
CCOC(=O)c1c(NC(=S)NCc2ccccc2)sc2c1CCN(C(=O)OCC)C2,4,15,2,3,-6,-1,2,-4,-9,-3,-11
Cc1cc(C)cc(CC2CC(=O)N(c3ccc(Cl)cn3)C2=O)c1 (stereo unspecified),2,7,-4,12,6,18,-2,7,4,-6,-9
CC(C)c1nc(CNC(=O)c2cc(COc3c(F)cccc3F)on2)cs1,-1,8,11,-16,-36,18,4,-6,-15,3,6
Cc1nc(-c2ccc(NC(=O)c3ccco3)cc2)cs1,-1,82*,73*,64*,67,97*,5,-54*,-41,94*,50*
C[C@H]1CN([C@@H](C)CO)C(=O)c2cc(-c3cccc(F)c3)cnc2O[C@H]1CN(C)C(=O)c1cnccn1,/,1,/,2,-10,1,-5,-2,-15,-20,4
CSc1nc(C(=O)N2CCc3c([nH]c4ccccc34)C2c2ccccn2)cs1 (stereo unspecified),0,-10,6,4,2,2,-16,-5,-2,-2,-12
COc1ccc(Cl)cc1S(=O)(=O)N1CCC(C(=O)NCCc2ccccc2)CC1,1,-1,1,2,0,-9,-5,-7,24,1,-13
COc1ccc2oc(C(=O)OCC(=O)Nc3ccc(C(=O)N(C)C)cc3)c(C)c2c1,2,-18,-16,-23,7,-1,-28,16,-10,8,-29
O=C(Cn1cnc([N+](=O)[O-])n1)N/N=C/c1cc(Cl)ccc1O,0,37,54,26,52,-13,11,-3,-25,46,11
O=C(NCCc1ccccc1)C(=O)NC1CCCCC1,0,-73,-44,-33,-57,-5,-4,5,-13,-8,-45
CC1CC(C)CN(C(=O)COC(=O)c2ccc(Cl)nc2)C1 (stereo unspecified),/,-3,-6,-10,8,0,13,10,-24,-2,-3
COC(=O)c1cc(Nc2cc(C)c3ccc(O)cc3n2)cc(C(=O)OC)c1,2,8,6,8,0,-44,-5,-6,-35,8,-7
N#C/C(=C\c1ccc(-c2ccccc2[N+](=O)[O-])o1)C(=O)N1CCOCC1,2,-31,-16,-19,-11,-17,-25,0,11,-2,-12
COc1ccc(-n2c(=O)c3ccccc3n(CC(=O)NC3CCCCC3)c2=O)c(OC)c1,-2,12,9,10,10,3,-1,-10,-20,7,-11
COc1ccccc1C(=O)COC(=O)CN1C(=O)c2ccccc2C1=O,3,22,0,4,8,5,4,-1,-38,-3,1
COc1ccccc1CNC(=O)CN1CCC(NC(=O)c2ccccc2F)CC1,0,17,0,9,-8,3,9,-5,-7,-6,-6
CCOC(=O)c1ccc(NC(=O)CSc2nc(N3CCOCC3)nc(N3CCOCC3)n2)cc1,5,23,24,14,16,-35,21,-25,-12,11,9
COc1ccc(NC(=O)COC(=O)CCNS(=O)(=O)c2ccccc2)cc1OC,7,4,-4,12,-9,-11,14,-8,-5,-5,-10
CCN(CC(=O)Nc1ccc(NC(C)=O)cc1)C(=O)C1CCCN(C(=O)c2ccc(Cl)cc2)C1 (stereo unspecified),4,0,0,10,-5,2,-20,19,-23,12,-13
O=C(COC(=O)c1cc[n+]([O-])cc1)Nc1ccc([N+](=O)[O-])cc1,1,7,13,12,-18,-3,-2,3,25,1,-9
CCCC(=O)N1CCCC1(C)C(=O)Nc1cc(OC)c(OC)c(OC)c1 (stereo unspecified),/,-1,/,3,6,-15,-3,-2,-16,-12,7
CC(C)(C)c1csc(NC(=O)c2cccnc2Cl)n1,0,-34,-20,-49,-5,-1,-6,8,-15,2,-27
CCn1cc([N+](=O)[O-])c(C(=O)N2CCCc3ccccc32)n1,/,18,1,10,-6,9,-8,-4,-3,-5,-19
Nc1nc2ccccc2cc1C(=O)NCCCCc1ccccc1,/,/,/,-48,/,53*,/,/,96*,6,14
COc1cccc(NC(=O)C2C3C=CC4(O3)C2C(=O)N(CCCN2CCCC(C)C2)C4C(=O)NC2CCCCC2C)c1 (stereo unspecified),3,-8,-11,2,0,-7,-6,-10,-36,-12,2
CCCCNC(=O)C1C2C=CC(C2)C1C(=O)O (stereo unspecified),-1,6,0,10,-5,-17,-2,4,-11,-1,-27
O=C1CCCC2(O)C1C(c1cccc(Br)c1)NC(=O)N2Cc1ccccc1 (stereo unspecified),0,10,-1,18,-14,5,-2,6,-19,-1,1
COc1ccccc1N1C(=O)C2C(C(=O)c3ccccc3)=NN(c3ccc(Br)cc3)C2C1=O (stereo unspecified),8,8,/,12,-10,16,-3,-1,-5,11,5
COc1cc2c(cc1OC)C1(C)N(CC2)C(C(C)=O)=NN1c1ccc(Cl)cc1 (stereo unspecified),1,19,/,21,/,-23,12,-4,-13,-10,14
Cc1ccc(N2CC(C(=O)Nc3nccs3)CC2=O)cc1Cl (stereo unspecified),2,90*,-14,-65,-7,20,45,-32,48,31,4
Cc1ccc(CN2CCCNC2=O)cc1,-1,12,8,9,-9,-4,-1,4,-19,8,-39
O=C(NC1CCSC1=O)c1ccc(Cl)cc1 (stereo unspecified),0,-1,-2,-18,-4,5,-11,3,-20,0,22
CCN(CCn1cccn1)C(=O)c1ccc(OC2CCN(C(=O)COC)CC2)cc1,-2,-54,-7,-42,-25,5,-17,-23,-1,-23,-16
O=C(CCC(=O)Nc1ccc(Cl)cc1Cl)N/N=C/c1ccc([N+](=O)[O-])o1,-2,57*,/,-28,26,8,-14,8,2,24,2
COc1ccccc1CCNC(=O)CCNS(=O)(=O)c1ccc(NC(C)=O)cc1,2,4,/,-2,-18,-5,-16,-3,-8,-13,-2
CCC(C)(C)C1CCc2[nH]nc(C(=O)NCCCNC(=O)OC(C)(C)C)c2C1 (stereo unspecified),-1,28,-4,1,36,8,24,-9,-15,-10,14
Cn1ccnc1C(=O)c1cc(SCC(=O)N2CCOCC2)nc2ccccc12,-4,-13,1,18,1,18,-7,-4,0,-7,9
CC(=O)c1cccc(N(CC(=O)Nc2ccc(F)cc2F)S(C)(=O)=O)c1,3,-43,-16,-48,-13,-1,-44,12,-1,-12,-30
O=C(CSc1nnc(Cc2ccccc2)o1)NCCN1C(=O)CSC1=O,0,-5,-7,-1,5,-10,1,-4,-10,-9,0
COc1ccc(OC)c(/C=N/NC(=O)c2ccc[n+](CC(=O)c3ccccc3)c2)c1,1,7,1,3,-12,-10,14,-12,11,-13,-16
CCOC(=O)C1=CN(CC2CCCCC2)CCC1=O,/,-7,-7,4,12,-16,-6,8,18,-10,4
O=C(NC(=S)NN1CCCCC1c1cccnc1)c1ccc(Br)cc1 (stereo unspecified),1,-8,-9,-27,-18,-13,0,0,-57,12,-48
CCCNC(=O)c1c(CSc2ccccc2)noc1C(=O)NCc1ccccc1,2,8,-9,13,5,-1,-8,-14,4,1,0
O=Cc1c[nH]c2ccc(NC(=O)OCc3ccccc3)cc12,/,-35,-14,-117,-16,-53,-32,-5,4,20,-29
N#CC1=C2CCCCC2(O)NC1=O (stereo unspecified),/,2,/,15,1,9,-12,-1,-9,-9,-9
Oc1ccccc1C=Nc1cccc2ccccc12,2,12,21,18,-3,69*,-4,-10,-3,11,66*
CCOC(=O)/C=C1\SCC(=O)N1CC(=O)NCCOC,4,1,-9,7,-17,10,-16,6,7,1,3
Nc1cc(=O)nc(SCC(=O)N2CCN(c3ccccc3)CC2)n1-c1ccc(F)cc1,4,5,11,-1,26,-11,-12,1,-22,0,-6
CC(=O)c1cccc(OCc2cc(C(=O)N(C)Cc3ccc(C)o3)no2)c1,2,-144,-33,-181,-39,-14,-8,7,-34,-9,-51
Cc1cc(C)n(-c2ccc(NC(=O)C3CCCCN3C(=O)c3ccoc3C)cc2)n1 (stereo unspecified),-1,-1,8,-1,5,-1,-5,-5,-8,0,1
COCCNC(=O)C1CCCN(S(=O)(=O)c2cccc3nsnc23)C1 (stereo unspecified),0,-6,7,7,-8,-2,5,1,21,-6,-20
CC(=O)c1cccc(NC(=O)CCNS(=O)(=O)c2cccc(C(C)=O)c2)c1,2,7,1,2,-10,1,-8,2,2,-11,5

(further entries)
compound,NR2E3 ag-1,Peg3 promoter,TRPM1 prom inh,HIF-2a inh,Shn3 3UTR inh,TWEAK Fn14 block,CF NFkB block,KKLEB tox,NR2E3 ag-2,TRAIL sens C8,TROY signal inh
CC(C)c1ccc(S(=O)(=O)N2CCN(C(=O)C3=COCCO3)CC2)cc1,/,7,-4,-4,20,-3,-4,2,-15,3,-4
c1ccc2c(SCc3cn4cccnc4n3)ncnc2c1,2,-16,-8,-48,-13,-2,4,-4,-8,-14,1
COC(=O)[C@H](CC(C)C)NC(=O)N1CCN(c2cccc(C(F)(F)F)c2)CC1,1,17,-2,-2,0,-3,6,14,5,4,24
COc1cccc(C(=O)N(Cc2cc3cc(C)ccc3[nH]c2=O)C(C)C)c1,-2,8,2,18,-1,10,5,2,-16,-10,/
O=C(Oc1cccc2ccccc12)c1ccncc1,2,-10,6,1,5,0,5,0,-3,9,2
Cc1cc(C)c(NC(=O)Cn2nnc(C(=O)Nc3ccc(F)cc3F)c2N)c(C)c1,3,18,-1,9,-5,-27,2,-19,-32,-8,1

Among those listed so far, these have a COOH group:
compound,NR2E3 ag-1,Peg3 promoter,TRPM1 prom inh,HIF-2a inh,Shn3 3UTR inh,TWEAK Fn14 block,CF NFkB block,KKLEB tox,NR2E3 ag-2,TRAIL sens C8,TROY signal inh
O=C(O)c1ccccc1C(=O)NNc1ccc(Cl)cc1Cl,5,10,-22,12,-16,-14,11,-4,-3,-9,-16
CCCCNC(=O)C1C2C=CC(C2)C1C(=O)O (stereo unspecified),-1,6,0,10,-5,-17,-2,4,-11,-1,-27

From PubChem

A portion of the library, so the mix of outcomes need not match the whole.
